# High-throughput results from PubChem.
# PG9 Ab binder: small molecules binding HIV-1 gp120 antibody PG9. TR-FRET gp120-PG9 antibody binding. inhibition, % at 6.7 µM. 360,000 tested, 0.43% active. AID 624416; in the data active = inhibition above about 8.5%
# ssDAF-12 act: activators of S. stercoralis DAF-12 nuclear receptor | activation, % at 6.8 µM | HEK293 ssDAF-12/GRIP1 lit1-tk-luc reporter, luminescence; % of 3 µM dafachronic acid response | AID 652126 | 370,000 tested, 1% active;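 active = activation above the mean over all tested compounds plus 3 SD, cut at about 0.9% in these data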;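 note: 0% = DMSO-only wells and 100% = 3 µM delta7-dafachronic acid wells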
# NR1D1 modulator: modulators of human Rev-erb alpha DNA binding. Rev-erbα–FITC-DNA binding, fluorescence polarization, 90 min. P20393. AID 1259318. activity, % at 10 µM. 370,000 tested, 0.79% active;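 active = activity above about 14%, limit read from the data; passing the limit was not always enough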;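 note: 0% = DMSO wells with 35 nM protein and 100% = DMSO wells with 750 nM protein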
# DAX1 inh-1: inhibitors of DAX1 repression of SF-1 activated StAR promoter; inhibition, % at 6.8 µM; AID 652010; HEK293T StAR-luciferase reporter, SF-1/DAX-1 repression relief; 370,000 tested, 1.1% active;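 active = inhibition above the mean over all tested compounds plus 3 SD, cut at about 3.6% in these data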;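 note: 0% = DAX-1 cells with DMSO and 100% = cells lacking DAX-1 with DMSO; higher inhibition means more luminescence from relief of DAX-1 repression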
# hgDAF12 agonist: agonists of H. glycines DAF-12 nuclear receptor; activation, % at 6.8 µM; 370,000 tested, 1.8% active; AID 687014; HEK293 GAL4-hgDAF12 UAS-luciferase reporter, agonist luminescence; normalized to butyrate control;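 active = activation above a cutoff set at the mean of all screened compounds plus 3 SD, cut at about 10% in these data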;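 note: 0% = DMSO wells and 100% = sodium butyrate wells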
# FXN GAA850 act: increases GAA850 frataxin promoter reporter activity; HEK293 lucGAA850 FXN promoter luciferase reporter, 24 h; percent of 10 µM SAHA response; activation, % at 6 µM; 360,000 tested, 0.56% active; AID 540364;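 active = activation above the average of all compounds screened plus 3 SD, cutoff fixed separately per campaign, cut at about 7.5% in these data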;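 note: 0% = DMSO wells and 100% = 10 µM SAHA wells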
# hcDAF-12 act: activates DAF-12 receptor from parasite H. contortus | HEK293 hcDAF-12 lit1-tk-luc reporter, luminescence; 0% DMSO, 100% Δ7-dafachronic acid | activation, % at 6.8 µM | 370,000 tested, 1.4% active;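 active = activation above the mean of all tested compounds plus 3 SD, cut at about 5.5% in these data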;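 note: 100% = response to 3 µM Δ7-dafachronic acid high control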
# PLC-beta3 inh: blocks human PLC-beta3 enzyme activity; Q01970; Purified PLC-beta3, fluorogenic substrate, fluorescence; inhibition, % at 12.2 µM; 370,000 tested, 0.18% active; AID 720704; in the data active = inhibition above about 11%;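 note: 0% = median of compound wells on plate and 100% = full blocker control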
# Target sequence (Q01970 whole entry, looked up): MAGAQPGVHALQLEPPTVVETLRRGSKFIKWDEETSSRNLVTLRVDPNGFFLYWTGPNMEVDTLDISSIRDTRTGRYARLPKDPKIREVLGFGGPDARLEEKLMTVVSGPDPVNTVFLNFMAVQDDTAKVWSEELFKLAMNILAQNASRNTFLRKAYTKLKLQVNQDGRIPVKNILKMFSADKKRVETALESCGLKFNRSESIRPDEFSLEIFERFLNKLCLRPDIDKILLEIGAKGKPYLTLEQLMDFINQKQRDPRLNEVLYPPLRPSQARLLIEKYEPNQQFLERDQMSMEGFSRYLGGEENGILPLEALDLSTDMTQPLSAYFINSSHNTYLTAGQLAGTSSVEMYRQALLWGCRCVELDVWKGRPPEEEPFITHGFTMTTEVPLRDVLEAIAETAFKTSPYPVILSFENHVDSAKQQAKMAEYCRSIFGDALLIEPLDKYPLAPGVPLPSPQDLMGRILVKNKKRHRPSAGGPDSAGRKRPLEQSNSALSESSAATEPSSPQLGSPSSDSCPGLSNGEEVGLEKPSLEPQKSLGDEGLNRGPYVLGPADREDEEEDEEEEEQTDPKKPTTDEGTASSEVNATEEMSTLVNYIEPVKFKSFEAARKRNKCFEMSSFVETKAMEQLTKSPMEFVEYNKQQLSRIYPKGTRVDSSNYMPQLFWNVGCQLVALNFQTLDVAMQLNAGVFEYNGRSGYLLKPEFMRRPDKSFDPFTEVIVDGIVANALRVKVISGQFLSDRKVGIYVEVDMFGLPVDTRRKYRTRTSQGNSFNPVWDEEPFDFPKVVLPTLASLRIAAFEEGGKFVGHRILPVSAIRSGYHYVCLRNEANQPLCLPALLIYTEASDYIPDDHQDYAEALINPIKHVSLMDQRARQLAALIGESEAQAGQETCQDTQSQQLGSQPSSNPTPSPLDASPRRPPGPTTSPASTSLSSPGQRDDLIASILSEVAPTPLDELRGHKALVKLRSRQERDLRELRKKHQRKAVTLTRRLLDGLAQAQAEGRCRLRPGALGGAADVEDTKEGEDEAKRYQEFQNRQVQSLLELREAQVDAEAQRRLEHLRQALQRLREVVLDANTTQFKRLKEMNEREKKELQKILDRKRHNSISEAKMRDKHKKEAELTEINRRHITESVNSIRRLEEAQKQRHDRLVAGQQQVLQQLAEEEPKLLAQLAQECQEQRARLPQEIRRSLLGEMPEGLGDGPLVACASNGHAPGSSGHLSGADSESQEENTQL
# HGIII-sPLA2 inh: Blocks human group III sPLA2 activity. Q9NZ20. QFRET BODIPY PC-A2 liposome hydrolysis, fluorescence. inhibition, % at 12.2 µM. 370,000 tested, 0.56% active;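 active = inhibition above mean plus 3 SD of compounds lying within the high and low control bounds, cut at about 19% in these data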;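 note: 0% = median of test compound wells and 100% = no enzyme DMSO wells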
# SMARCA2 activ: increases SMARCA2 function in MMTV reporter cells. MG213 cells, MMTV-luciferase reporter, dexamethasone, overnight. 370,000 tested, 1% active. activation, % at 9.1 µM; in the data active = activation above about 7.8%;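 note: 0% = vehicle wells and 100% = reference activator wells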
# DAX1 inh-2: inhibitors of human orphan nuclear receptor DAX1 (NR0B1) | P51843 | HEK293 Gal4-DAX1 luciferase reporter, luminescence | inhibition, % at 6.75 µM | 340,000 tested, 0.99% active | AID 504766;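 active = inhibition above the mean over all tested compounds plus 3 SD, cut at about 4.2% in these data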;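 note: 0% = DAX1-transfected cells with DMSO and 100% = empty-vector control cells with DMSO; inhibition shows as a rise in luminescence from relieved DAX1 repression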
# Numbers without * were called inactive; i = inactive; nt = no result given; & = joins results of further samples.
structure	SMARCA2 activ	PG9 Ab binder	DAX1 inh-1	ssDAF-12 act	PLC-beta3 inh	hgDAF12 agonist	DAX1 inh-2	hcDAF-12 act	HGIII-sPLA2 inh	FXN GAA850 act	NR1D1 modulator
COc1cc(C2=NOC(C(=O)Nc3ccc(C)cc3)C2)cc(OC)c1OC (stereo unspecified)	1	-1.8	-1.8	-2.1	0	1.0	-0.6	-1.7	-7	-4.9	-3
CC(=O)c1ccc(S(=O)(=O)N2CCN(CC(=O)Nc3ccnn3C3CCCC3)CC2)cc1	0	0.0	-0.6	-1.1	0	0.4	0.6	0.0	-6	1.4	-1
C=C(C)Cn1c(SCC(=O)O)nnc1-c1ccccc1	1	2.0	-0.1	-1.0	0	0.8	-0.3	0.4	3	0.9	4
CCS(=O)(=O)NCc1cn2ccsc2n1	-1	0.8	-0.1	-1.2	1	-0.6	0.2	-1.6	6	-1.0	2
Cc1nn(CC(=O)NCCC2=CCCCC2)c(C)c1S(=O)(=O)N(C)C	-3	-2.7	0.3	-1.6	-3	1.1	0.5	-1.2	-1	1.4	-1
Cc1nn(-c2ccccc2)c2sc(C(=O)OCc3nnc(-c4ccccc4)o3)cc12	-1	2.4	1.3	-0.5	-1	2.6	-0.3	1.4	-5	0.3	19
Cc1cccc(N2CC(C(=O)Nc3ccc4c(c3)OCO4)CC2=O)c1C (stereo unspecified)	0	-0.3	-0.6	-1.1	4	-3.0	-1.9	-0.3	-8	-1.7	-2
O=Nc1ccc(NO)c2ccccc12	-6	-4.8	-3.2	1.2*	-19	-1.4	-1.3	3.4	-60	4.0	-6
Cc1cccc(C)c1NC(=O)C(c1ccccc1)N1CC(=O)Nc2ccccc21 (stereo unspecified)	-1	-0.6	-0.1	-0.8	-303	-0.8	0.3	-1.4	-4	-0.8	-4
Cc1ccc(O)c(CNc2cnc3ccccc3c2)c1	0	-0.2	0.4	-0.6	-69	1.7	1.2	0.2	-25	2.1	9
Cc1cc(C)n2nc(N)c(N=Nc3cccc(Cl)c3)c2n1	2	-4.4	-0.1	-1.7	3	-0.9	-0.6	-2.2	-1	3.6	-3
CS(=O)(=O)N(CC(=O)N1CCOCC1)c1cccc(F)c1	-1	-2.8	0.1	-1.3	-2	-0.1	-0.2	0.9	1	0.6	1
O=C(Nc1ccc(SC(F)F)cc1)c1ccccc1F	1	-1.6	3.9*	-0.1	0	16*	6.2*	4.6	-3	1.7	2
CCOC(=O)c1sc(-c2ccccc2)nc1C	2	-0.9	0.3	-1.0	-2	1.7	0.8	-1.3	11	2.6	1
C/C(=N/NC(=O)c1cccs1)c1ccc(N2CCOCC2)cc1	3	-2.8	4.7*	0.2	-27	20*	3.6	6.0*	5	5.1	-9
OCC[C@@H]1C[C@@H](O)[C@H](O)[C@]2(CCCc3ccccc3O2)O1	0	-1.1	0.2	-0.9	2	1.9	1.5	-2.0	-1	0.9	0
Cc1cc(C)c2[nH]c(=O)c(CN(CC3CCCO3)C(=S)Nc3ccccc3)cc2c1 (stereo unspecified)	-2	-0.4	0.8	-0.4	-3	-2.0	-0.6	0.9	9	0.3	5
CC(C)COc1ccc(C(=O)Nc2ccc(SC(F)F)cc2)cc1	2	-1.3	0.4	-1.1	0	5.5	0.4	-0.2	-4	5.3	-5
Cc1ccc(OCCOC(=O)Nc2ccccc2)cc1	-1	-1.8	-0.3	-0.8	1	1.9	0.0	-2.0	-3	1.8	0
COCCn1nnnc1C(C(C)C)N1CCC(Cc2ccccc2)CC1 (stereo unspecified)	1	0.8	-1.0	-1.3	0	0.7	0.8	-1.0	2	0.1	3
COC(=O)c1[nH]c2ccc(C)cc2c1NC(=O)c1ccccc1[N+](=O)[O-]	-4	-4.0	-0.4	-1.4	1	-1.2	-1.2	3.4	-5	5.4	-3
Cc1ccc(S(=O)(=O)N2CCN(Cc3nnc(-c4c(-c5ccccc5)noc4C)o3)CC2)cc1	-2	0.3	0.5	-0.3	0	1.5	0.0	-0.6	6	0.1	5
COc1c2ccc(C(=O)NCc3cc(C(F)(F)F)cc(C(F)(F)F)c3)cc2nn1C	0	-0.8	-0.1	-1.5	-375	-3.0	-0.7	-3.4	3	-0.6	-3
CC(C)CCNC(=O)Cc1c(C(=O)O)[nH]c2ccc(Cl)cc12	4	1.6	0.4	-1.4	3	0.3	1.4	-2.1	-13	-0.8	-4
CCc1nn2c(=O)cc(COC(=O)c3cc(Cl)c(OC)c(OC)c3)nc2s1	-3	0.0	-0.5	-1.4	-5	3.1	1.3	-1.3	-4	-0.2	-7
CCOC(=O)N1CCN(C(=O)CCc2ccccc2)CC1	1	0.0	0.0	-1.6	-2	1.4	0.3	0.9	0	-0.3	-1
COc1ccc(C(=O)NNC(=O)c2ccc(C)cc2)cc1S(=O)(=O)N1CCCC1	-3	-0.6	0.5	-1.0	-5	9.0	0.0	-0.9	-1	1.5	-9
CN1CCN(S(=O)(=O)c2ccc(F)cc2)CC1	-1	-0.6	1.2	-1.3	2	-1.2	0.2	-0.8	7	0.9	3
CCOC(=O)CN(C(=O)Cn1nnc2ccccc21)C(C(=O)NCCOC)c1ccccc1 (stereo unspecified)	-3	1.9	-0.5	-0.7	-5	-0.8	1.5	-1.5	8	0.8	4
CCOc1cc(CNCCSc2nnnn2C)cc(Br)c1OCc1ccccc1F	-4	-2.0	-0.9	-1.1	0	-3.1	-1.4	-1.1	-20	0.8	-4

# Next results.
structure	SMARCA2 activ	PG9 Ab binder	DAX1 inh-1	ssDAF-12 act	PLC-beta3 inh	hgDAF12 agonist	DAX1 inh-2	hcDAF-12 act	HGIII-sPLA2 inh	FXN GAA850 act	NR1D1 modulator
CCOC(=O)N1CCN(C(=O)C2CCN(C(=O)Nc3ccccc3)CC2)CC1	-4	0.8	0.4	-1.9	0	0.0	-0.9	0.8	-5	-1.3	-1
COc1ccccc1C1=Nn2c(nnc2C2CCCCC2)SC1	-4	2.0	-2.1	-1.2	1	-2.9	-0.8	-0.8	-7	0.9	5
COc1ccc(Nc2nc(NCc3cccs3)nc3ccsc23)cc1OC	3	-1.3	-2.6	-1.6	-32	-0.1	nt	-1.4	-6	-2.1	12
O=C(Cn1nc(-c2ccccc2)ccc1=O)N1CCOCC1	-4	0.3	0.2	-1.0	6	-1.0	-0.5	0.6	3	-1.6	0
Cc1cc2oc3cc(NCCC4CCCN4C)ccc3c(=O)c2cc1C (stereo unspecified)	8.8*	2.6	1.4	-0.5	i	-0.5	1.8	0.7	-13	3.5	-2
CCCn1c(N)c(N(CCOC)C(=O)c2c(CC)noc2C)c(=O)[nH]c1=O	-2	1.0	-0.6	-1.0	-12	-1.6	-0.8	1.0	9	-0.4	-1
Cc1occc1C(=O)Nc1cnn(CCCC(=O)O)c1	-1	-2.2	-0.1	-0.5	-6	2.7	1.1	0.7	-3	0.2	0
CCC(=O)c1ccc(OCc2cn(CC(=O)c3ccc(O)cc3)nn2)cc1	4	-0.4	-1.1	-1.0	0	-1.7	-0.4	0.9	-42	-0.6	1
CN(CC(=O)Nc1ccc(Cl)c(C(F)(F)F)c1)C(=O)c1cccc(N2C(=O)CCC2=O)c1	-4	-1.2	-1.2	-1.0	4	-0.7	-0.9	-1.9	-25	1.5	-6
O=C1Nc2ccccc2C(=O)N2C[C@@H](O)C[C@H]12	-1	-1.4	0.2	-1.1	-6	1.1	0.6	0.2	3	1.5	2
O=S1(=O)C[C@H](N2CCOCC2)[C@@H](COCc2ccccc2)N1	1	-1.9	0.0	-1.3	3	0.3	nt	-2.1	-1	nt	-1
C=CCNC(=O)C1COc2ccccc2O1 (stereo unspecified)	0	0.2	-0.6	-0.9	-1	0.9	-0.6	-0.1	0	-0.2	2
CCC(Oc1ccccc1)C(=O)OCC(=O)Nc1sccc1C(N)=O (stereo unspecified)	-4	0.4	-1.8	-1.4	1	2.5	-1.0	-1.7	-3	1.5	-4
O=C(CSc1nccn(-c2ccc3c(c2)OCCO3)c1=O)Nc1ccccc1	1	-0.6	-1.1	-1.3	-13	2.0	0.2	-1.4	4	0.2	-3
Cc1cc(Cl)n2ncc(-c3ccccc3)c2n1	1	-1.2	0.5	-1.3	-16	6.2	3.0	2.0	-1	-0.7	-7
Cc1cc(N2CCN(C(=O)c3ccco3)CC2)n2nc(C)nc2n1	-1	-0.7	-1.0	-0.9	3	0.9	-1.2	0.7	-2	-1.5	2
O=C(NCCN1CCNC1=O)C1CCC(=O)N(CCc2ccccc2)C1 (stereo unspecified)	1	-0.9	1.0	0.2	-2	-1.3	0.1	0.7	1	0.5	1
O=C(CSc1nc2c(cnn2-c2ccccc2)c(=O)[nH]1)c1ccc(Cl)cc1	-1	-0.4	0.8	-1.1	-1	2.2	-1.1	-0.3	-23	0.7	-13
Cc1cc(NC(=O)CSc2nccn2C)no1	-1	-0.3	-0.5	-1.4	3	-2.4	0.9	-0.2	0	0.8	3
CCCCCC(=O)N1CCN(S(=O)(=O)c2ccc3c(c2)OCCCO3)CC1	-1	-0.1	-1.1	-1.5	-1	-1.8	-1.0	-1.6	-1	-0.8	-1
CCn1c2ccccc2c2cc(NC(=O)c3ccccc3-c3ccccc3C(=O)O)ccc21	-2	1.4	0.5	-1.1	-15	-0.9	1.0	-0.7	-26	-1.0	0
O=C(Cn1nnc(-c2cccs2)n1)OC1CCCCC1	-3	-1.9	0.8	-1.2	6	0.5	-0.3	-2.1	-8	1.1	-2
CC1(OC(=O)CCc2ccccc2)C(=O)C=C2C=C(c3ccc(C#N)cc3)N(c3ccccc3)C=C2C1=O (stereo unspecified)	0	-1.2	0.0	-1.1	-104	1.0	-1.3	-1.0	-2	0.8	5
CCn1c(SCC(=O)O)nnc1-c1ccccc1OC	-2	0.1	0.4	-0.7	2	0.3	0.5	0.4	-2	0.9	-3
C[C@H](CCC(=O)O)[C@H]1CC[C@H]2[C@@H]3CC[C@@H]4C[C@H](O)CC[C@]4(C)[C@H]3C[C@H](O)[C@]12C	-5&-4&-4&-2	-0.1&-1.7&-0.4&-0.5	1.0&0.7&0.0&-0.5	-1.8&-0.9&-1.1&-1.3	-3&-7&4&3	-1.9&1.4&1.5&0.6	0.9&2.1&1.8	-2.6&0.3&0.0&-1.0	-13&-20&-17&-29	1.1&0.0&-3.7	-5&3&8&-1
CC(C)c1ccc(S(=O)(=O)N2CCN(C(=O)CN3C(=O)NC(C)(c4ccccc4)C3=O)CC2)cc1 (stereo unspecified)	-1	-0.6	-1.8	-0.9	-5	-0.6	0.2	0.4	-25	0.1	1
COc1cccc(C(C)(O)c2nc(-c3csc4ccccc34)cs2)c1 (stereo unspecified)	-3	3.2	-0.1	-1.2	6	2.4	nt	-0.2	-19	0.7	5
